Compound activity: PubChem BioAssay, several laboratories
LRH-1 inv ag: LRH-1 (NR5A2) inverse agonists, primary screen, cell-based, luminescence, HEK293T, StAR-luciferase reporter | Nuclear receptor subfamily 5 group A member 2 (Homo sapiens), O00482 | LRH-1 transfected, 24 h | inhibition, % at 3.6 µM | hit rate 0.13% among 360,000 | AID 602396, 2012;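 active means inhibition above the mean inhibition of all tested compounds plus 3 SD, cut at about 73% in these data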;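 further: 0% = DMSO wells and 100% = reporter-only cells lacking LRH-1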
Target sequence (O00482 whole entry, looked up): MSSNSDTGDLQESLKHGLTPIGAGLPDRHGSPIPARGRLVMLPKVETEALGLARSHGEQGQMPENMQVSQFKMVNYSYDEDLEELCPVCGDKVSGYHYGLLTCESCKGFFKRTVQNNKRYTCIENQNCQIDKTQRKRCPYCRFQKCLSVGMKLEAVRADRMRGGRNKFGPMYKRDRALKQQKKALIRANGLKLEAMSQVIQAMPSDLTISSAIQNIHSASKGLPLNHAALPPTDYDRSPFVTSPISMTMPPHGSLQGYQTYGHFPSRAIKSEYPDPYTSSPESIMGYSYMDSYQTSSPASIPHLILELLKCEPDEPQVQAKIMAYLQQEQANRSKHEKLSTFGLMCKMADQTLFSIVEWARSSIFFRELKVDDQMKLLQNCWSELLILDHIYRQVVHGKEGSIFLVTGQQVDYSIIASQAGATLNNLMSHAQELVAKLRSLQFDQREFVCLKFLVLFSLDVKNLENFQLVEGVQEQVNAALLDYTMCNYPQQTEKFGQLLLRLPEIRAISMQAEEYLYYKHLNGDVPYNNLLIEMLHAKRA
CF NFkB block: inhibitors of PAF-induced NF-kB signaling, primary screen, cell-based, GFP fluorescence, uHTS. KKLEB NF-kB-GFP reporter, GFP fluorescence overnight. inhibition, % at 5 µM. hit rate 0.86% among 360,000. AID 588850, 2011;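 active means at least 50% inhibition at 5 µM, scaled per plate between neutral and stimulator controls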;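 further: PAF is a Pseudomonas aeruginosa culture filtrate used as stimulus; plate controls were PAF-stimulated DMSO wells for no effect and unstimulated DMSO wells for full effect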
NCOA1 inh: SRC1 coactivator transcriptional activity inhibitors, primary screen, cell-based, luminescence. Nuclear receptor coactivator 1 (Homo sapiens), Q15788. HEK293 GAL4-SRC1 luciferase reporter. inhibition, % at 3.6 µM. hit rate 0.12% among 360,000;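 active means inhibition above the campaign mean plus 3 SD, with each screening campaign given its own cutoff, cut at about 60% in these data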;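 further: 0% = DMSO treated cells and 100% = gossypol at 36 µM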
COUP-TFII inh: NR2F2 transcriptional activity inhibitors, primary screen, cell-based, luciferase reporter, HEK293T, luminescence; HEK293T NGFI-A luciferase reporter; inhibition, % at 8.6 µM; hit rate 0.7% among 370,000;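 active means inhibition above a per-plate cutoff, mean inhibition of test wells between control levels plus 3 SD, cut at about 38% in these data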;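 further: cells cotransfected with COUP-TFII expression vector driving the NGFI-A reporter; 0% = median of COUP-TF2 test wells and 100% = reporter-only cells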
Target sequence (P24468 whole entry, looked up): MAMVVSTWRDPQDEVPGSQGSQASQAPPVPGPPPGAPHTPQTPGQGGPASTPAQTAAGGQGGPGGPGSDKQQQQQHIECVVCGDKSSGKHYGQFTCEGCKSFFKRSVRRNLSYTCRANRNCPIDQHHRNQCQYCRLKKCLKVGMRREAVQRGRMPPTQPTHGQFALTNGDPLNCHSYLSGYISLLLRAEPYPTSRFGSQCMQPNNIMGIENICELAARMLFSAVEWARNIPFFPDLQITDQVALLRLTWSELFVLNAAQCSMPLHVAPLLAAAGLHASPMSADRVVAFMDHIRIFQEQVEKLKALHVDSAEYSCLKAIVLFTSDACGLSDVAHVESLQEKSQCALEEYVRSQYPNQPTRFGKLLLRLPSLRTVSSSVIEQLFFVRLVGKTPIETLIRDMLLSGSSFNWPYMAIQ
KKLEB tox: cytotoxicity in KKLEB CF airway cells, primary screen, cytotoxicity control for CF NF-kB inhibitor project, cell-based, uHTS, fluorescence assay plates; KKLEB CF airway cells viability, ATPlite luminescence, overnight; hits give low values; cells stimulated with P. aeruginosa culture filtrate; activity change (cytotoxicity), % at 5 µM; hit rate 0.36% among 360,000;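 active means corrected activity change at or below -50% at 5 µM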
TRAIL sens C8: viability loss with TRAIL in NB7+C8 cells, primary screen, TRAIL sensitizer project, cell-based, ATPlite luminescence | hit rate 1% among 360,000 | inhibition (viability loss, TRAIL sensitization), % at 10 µM | AID 624354, 2012;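 active means compounds causing at least 50% loss of cell viability in the single-dose screen, relative to plate controls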
TROY NFkB inh: inhibitors of TROY-driven NF-kB signaling, primary screen, Q293 LMP1-TROYcd cells, NF-kB luciferase, uHTS; Q293 LMP1-TROYcd NF-kB luciferase reporter, 4 h; inhibition, % at 10 µM; hit rate 0.98% among 360,000;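 active means compounds whose plate-normalised and pattern-corrected inhibition of the luciferase reporter signal at the single screening dose is 50% or more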
EBV LMP1 NFkB: EBV LMP1-driven NF-kappaB luciferase reporter inhibitors, primary screen, cell-based, luminescence, single point. inhibition, % at 12.5 µM. LMP1-induced NF-kappaB luciferase reporter cells. AID 504558, 2011. hit rate 0.69% among 350,000; in the data active means inhibition above about 41%; inconclusive means no clear call, values can overlap the other calls;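 further: 0% = neutral control wells and 100% = reference inhibitor control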
NCOA2 inhibitor: inhibition of GAL4-SRC2 driven luciferase reporter, primary screen, SRC2 inhibitor project, cell-based, luminescence | inhibition, % at 9 µM | HEK293 GAL4-SRC2 luciferase reporter | hit rate 0.17% among 370,000 | Nuclear receptor coactivator 2 (Homo sapiens), Q15596 | AID 651957, 2012;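 active means inhibition above the mean inhibition of all tested compounds plus 3 SD, set per campaign, cut at about 52% in these data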;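 further: 0% = DMSO treated cells and 100% = cells given Gossypol at 36 µM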
TWEAK Fn14 block: inhibitors of TWEAK-Fn14 signaling, primary screen, luciferase reporter cells, uHTS. TWEAK-stimulated Fn14 reporter cells, luciferase luminescence, 8 h. inhibition, % at 10 µM. hit rate 2% among 360,000. AID 1159606, 2016; in the data active means inhibition above about 50%
NCOA3 inh: SRC3 coactivator transcriptional activity inhibitors, primary screen, cell-based, luminescence; HEK293 GAL4-SRC3 luciferase reporter; hit rate 0.17% among 360,000; inhibition, % at 3.6 µM; Nuclear receptor coactivator 3 (Homo sapiens), Q9Y6Q9;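 active means inhibition above a per-campaign cutoff, the mean of all compounds plus 3 SD, cut at about 60% in these data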;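 further: 0% = DMSO-treated cells and 100% = gossypol-treated cells at 36 µM; higher means less SRC3-driven luciferase light from the GAL4 reporter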
* = called active by the depositor; ? = inconclusive; . = no result given.

SMILES	LRH-1 inv ag	CF NFkB block	NCOA1 inh	COUP-TFII inh	KKLEB tox	TRAIL sens C8	TROY NFkB inh	EBV LMP1 NFkB	NCOA2 inhibitor	TWEAK Fn14 block	NCOA3 inh
OCCCc1n[nH]c(=S)n1-c1ccccc1	-19	1	0	20	-4	-10	0	1	-17	-1	-5
COc1ccccc1C(=O)Nc1ccnn1C1CCN(Cc2ccn[nH]2)CC1	7	2	9	3	8	-6	3	-23	-14	3	-24
Cc1ncc(CN2CCN(Cc3ccccc3)C(CCO)C2)s1 (stereo not drawn)	12	-12	2	-2	-6	-15	12	4	-25	-2	7
COc1ccc(CC(C)N2CCN(Cc3ccccc3)CC2)cc1OC (stereo not drawn)	7	-22	-5	.	8	-9	6	3	.	6	-36
CC1CN(Cc2c(O)ccc3c(=O)c(-c4ccccc4Cl)coc23)CC(C)O1 (stereo not drawn)	-10	-15	-4	5	4	20	26	1	10	18	6
CC1=CC(C)(C)N=C(NC#N)N1	7	-8	5	0	-6	1	1	-3	17	5	10
O=C(C1CCN(S(=O)(=O)c2ccccc2)CC1)N1CCCCC1	-7	-9	-4	-5	15	-38	-19	1	-6	7	4
CN(C(=O)c1ccc(Cl)cc1)C1=CCCCC1CCC#N (stereo not drawn)	-14	9	-12	4	-4	12	-6	18	-22	3	-1
CCOC(=O)c1nn(-c2ccc(C)c(Cl)c2)c(=O)c(C#N)c1C	7	11	-35	-10	2	0	-16	-11	6	-8	6
Cc1ccc(C(=O)Nc2ccc(N3CCN(S(C)(=O)=O)CC3)cc2)cc1C	1	-6	-25	-12	8	2	-41	-11	-25	-18	-18
COc1cccc(OCCCN2CCN(S(=O)(=O)c3ccc(NC(C)=O)cc3)CC2)c1	17	2	5	33	2	3	7	17	29	16	25
O=C(OCc1nnc(-c2ccccc2)o1)C1CCN(S(=O)(=O)c2cccs2)CC1	3	-2	-2	-5	-5	3	7	4	-16	-1	-1
COC(=O)c1ccc(CSc2nnc3c(n2)[nH]c2ccccc23)cc1	11	29	-7	0	-8	-12	-19	4	3	-1	6
CN(CCCOc1ccccc1F)Cc1ccccc1	-10	-6	-43	-4	-6	-8	-5	11	9	12	6
COc1cccc(Cc2n[nH]c(=S)n2Cc2ccco2)c1	8	17	-5	-1	-16	12	8	-5	9	10	17
C[C@@H](O)Cc1cn(CC(=O)NCCCCCCCCCCC(=O)N2CCNCC2)nn1	4	-1	-3	9	6	1	7	-6	-18	3	2
C[C@@H]1CN([C@@H](C)CO)C(=O)CCCn2nncc2CO[C@H]1CN(C)C(=O)C1CC1	-10	-15	-2	-8	0	8	0	-2	1	3	-14
COc1ccc(C(NC(=O)c2ccco2)c2ccc(OC)c(OC)c2)cc1 (stereo not drawn)	10	2	-2	-14	-2	-10	-16	10	-17	3	-10
Nc1ccc(-c2c3ccc(=O)cc-3oc3cc(O)ccc23)cc1C(=O)O	-8	-13	-35	13	0	-3	6	-5	26	0	3
CCCCC1CCC(C(=O)Nc2ccc(S(=O)(=O)Nc3nccs3)cc2)CC1 (stereo not drawn)	-19	8	6	.	-20	8	38	7	.	-18	8
Cc1ccc(S(=O)(=O)N(CC(=O)NC2CCCC2)c2cccc(C)c2)cc1	-3	6	-9	8	-16	2	-10	4	-8	19	12
CCC(CC)C(=O)Nc1nnc(SCC(=O)N2CCN(c3ccccc3OC)CC2)s1	21	-4	-24	7	1	-5	4	-22	1	14	27
COc1ccc(/C=C/C(=O)c2ccc(NC(=O)c3cccs3)cc2)cc1OC	-67	-11	-74	-40	-1	9	-27	-5	-14	-12	-142
CCOC(=O)c1c[nH]n(-c2ccccc2)c1=O	-15	-4	-8	-1	2	4	-19	7	-3	-7	2
COc1cccc(NC(=O)C/C(C)=N/NC(=O)C2CCCCC2)c1	-29	-11	-22	20	8	2	-6	-1	-20	10	-27
COCCNC(=O)c1ccc(C)c(NC(=O)C2=C(C)OCCS2)c1	-15	-9	4	1	0	11	-2	12	-1	-4	9
CCCN(CCC)c1nc(N(CCC)CCC)[nH]c(=O)n1	-3	12	-17	-7	2	4	17	7	-9	1	2
Cc1ccccc1Nc1c(-c2cccnc2)nc2cccc(C)n12	11	-27	7	-4	3	-1	21	6	20	16	16
CCCN(Cc1ccccc1)C(=S)Nc1ccc(SC(F)F)cc1	-22	13	9	-15	8	12	-9	9	-13	0	17
COC(=O)c1[nH]c2cc(OC)ccc2c1N	-8	-4	-8	5	0	-1	4	-6	3	-8	1
CC(C)NC(=O)c1ccc2c(c1)N(Cc1ccccc1)C(=O)C(C)(C)O2	18	16	1	-11	-14	7	3	-3	-27	0	-18
Cc1ccc(-n2nc3c(c2NC(=O)/C=C\c2ccc4c(c2)OCO4)CSC3)c(C)c1	15	-17	-13	-1	-16	3	2	-3	-2	-31	8
Cc1cccc2cc(COC(=O)C(C)(C)C)c(=O)[nH]c12	-1	-2	-24	4	5	-7	-43	-7	7	-10	1
CN(CC(=O)Nc1ccccc1Br)C(=O)c1ccc(COc2ccccc2)cc1	-1	-6	-13	-16	10	3	-1	-7	-4	-10	-17
COc1ccccc1N1CC(C(=O)Nc2nnc(SCC(=O)N3CCOCC3)s2)CC1=O (stereo not drawn)	8	0	-7	-6	-11	-2	8	-6	-10	-7	5
O=C(CCC(=O)c1cccs1)OCc1nc2ccccc2s1	-12	-17	-7	3	3	11	-3	-4	8	-9	0
NC(=O)NCCCC(=O)O	6	-7	-1	4	11	-5	-8	-11	25	-4	0
NS(=O)(=O)c1ccc(CCNC(=O)c2ccc(C(=O)c3ccccc3)cc2)cc1	-17	-9	17	3	6	-4	1	4	-2	1	-23
CN(C(=O)CSc1nnnn1-c1ccccc1)C1CCS(=O)(=O)C1 (stereo not drawn)	-4	10	2	-9	1	-3	1	2	6	-9	-2
COc1ccc(CNc2ncnc3cc(OC)c(OC)cc23)cc1OC	3	-11	-5	-4	12	-11	-6	13	-15	-13	6
O=C(CC1SC(N2CCCC2)=NC1=O)Nc1ccc(C(=O)N2CCCC(C(F)(F)F)C2)cc1 (stereo not drawn)	-43	-7	10	15	-2	6	-15	-3	-20	4	8
COc1ccc(NC(=O)CCN2C(=O)C3C4CCC(C4)C3C2=O)cc1 (stereo not drawn)	0	-7	-13	-16	13	4	-14	-1	28	-6	7
O=Cc1ccccc1OCc1nnsc1Cl	12	7	0	13	-2	1	17	-7	-1	19	13
CCOc1ccc(NC(=O)c2cccc3c2C(=O)N(CCOC)C3)cc1	-38	-10	-11	-4	3	-12	-38	7	-3	-25	-29
O=C(Nc1ccc(Cl)c(Cl)c1)Nc1cc(C(=O)N2CCOCC2)ccc1N1CCCCC1	20	1	-8	2	-11	-19	6	2	-2	-12	9
CCN1CCC(O)(C#Cc2ccccc2)CC1	2	2	-1	7	3	-7	-4	8	-4	-26	-1
O=C(NC1(C(F)(F)F)C(=O)Nc2c1c(=O)[nH]c(=O)n2Cc1ccco1)C1CCCCC1 (stereo not drawn)	1	-30	-2	5	3	4	8	-2	12	-8	-6
O=C(c1n[nH]c2ccccc12)N1CCN(S(=O)(=O)c2ccc3ccccc3c2)CC1	9	-2	-5	-3	-12	6	-4	3	-1	17	-3
COc1cc2cnc(-c3ccccc3)c(C(=O)c3ccc(F)cc3)c2cc1OC	16	6	-39	-19	-11	-3	7	9	-8	-10	-1
O=C(NCc1ccccc1)[C@@H]1CCCN1C(=O)[C@@H]1CCCN1C(=O)c1ccc(Cl)cc1Cl	-3	.	.	1	.	0	8	.	9	34	.
COc1ccccc1Nc1nn2c(=O)c3ccc(C(=O)N4CCCCC4)cc3nc2s1	-22	-26	1	5	1	8	-24	-6	-1	4	-2
CC(C)C(NC(=O)OCc1ccccc1)C(=O)NCC(=O)OC(C)(C)C (stereo not drawn)	-26	0	-6	-6	4	9	1	3	-2	-8	9
CCCCN(C(=O)c1ccccc1OCc1ccc(F)cc1)c1c(N)n(CC(C)C)c(=O)[nH]c1=O	7	9	5	-2	11	-7	0	4	14	-8	-20
CCOC(=O)c1sc2ncnc(N3CCN(CC)CC3)c2c1C	-4	-5	1	-3	1	2	-20	2	-15	-133	14
COc1ccc(C(=O)c2ccc(OC)c3cccc(O)c23)cc1OC	2	16	3	-5	-6	-9	.	-9	-41	-32	2
CNC(=O)n1cc(C)c(-c2cccs2)n1	-3	-11	-3	2	5	-4	-19	.	8	-21	11
Cc1ccc(NC(=S)N=Nc2c(O)n(C)c3ccc(S(=O)(=O)N4CCOCC4)cc23)cc1	-1	1	4	-3	12	26	-25	?	-6	-6	-16
O=S(=O)(c1ccc(N2CCCCCC2)nc1)N1CCCC1	-4	16	-29	0	2	-10	-9	-12	-10	-28	3
Cc1cccc(N(CC(=O)N2CCCC2)S(C)(=O)=O)c1C	22	14	1	5	-4	0	-2	-6	3	-2	-19
Cc1ccccc1NC(=O)N1c2ccccc2CC1C (stereo not drawn)	11	-15	0	-3	-3	2	-15	4	9	-29	11
Later entries.
SMILES	LRH-1 inv ag	CF NFkB block	NCOA1 inh	COUP-TFII inh	KKLEB tox	TRAIL sens C8	TROY NFkB inh	EBV LMP1 NFkB	NCOA2 inhibitor	TWEAK Fn14 block	NCOA3 inh
COc1cccc(N2C(=O)CC(N3CCc4ccccc43)C2=O)c1 (stereo not drawn)	-24	11	-28	-20	-18	-10	-39	-5	-4	-22	-32
Cc1ccc(-n2c(SCC(=O)N3CCOCC3)nnc2-c2ccncc2)cc1	6	-5	-11	5	2	8	-20	5	-6	6	5
Cc1ccc(C)c(NC(=O)CN(C)C(=O)Cn2c(=O)oc3ccccc32)c1	3	9	2	6	-3	-2	15	-4	-21	2	1
CCOC(=O)C1CSC(CC(=O)Nc2ccc(Cl)c(Cl)c2)C(=O)N1 (stereo not drawn)	-14	0	-5	14	9	8	10	-2	4	13	4
Cn1c(=O)c2c(O)c(Cc3ccccc3)c(=O)n(C)c2n(C)c1=O	7	14	-4	11	6	15	3	5	-48	-7	19
Nn1c(SCc2cccc(Cl)c2)nnc1-c1ccncc1	7	16	4	22	2	-3	0	-10	15	-22	13
